Screening results: PubChem, National Center for Advancing Translational Sciences (NCATS)
Nrf2 block: inhibitors of Nrf2 signaling; A549 ARE-Fluc reporter, luciferase luminescence, 18-24 h; Potency, µM (titrated, usually from 46 µM), without a hit: top-dose activity change, negative = inhibition, hits mostly inhibitors; 360,000 tested, 2.1% active; also: % is scaled to controls: 0 for no effect and ±100 for the full control effect; nearly all actives have a fitted effect of over 60% in size
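Cells were seeded and rested 2 h, then exposed to compounds for 18-24 h. CellTiter-Fluor was read first as a viability measure. BugLite was added 15 min before the final luminescent read of ARE-luciferase activity in A549 cells.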
Nrf2 ARE act: activators of Nrf2 (ARE) signaling; AREc32 ARE-luciferase reporter (MCF7-derived line), luminescence, 24 h; Potency, µM (top dose mostly 46.1 µM), for inactives: at the highest dose activation, actives largely listed as activators; 410,000 tested, 0.31% active; AID 624171; also: % of control where 0% means no effect; nearly all actives have a fitted effect of over 65% in size
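Nrf2 activation is followed as ARE-luciferase induction in the AREc32 line after one day of compound treatment; luminescence is read with Steady-Glo.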
S2 tox: viability counter-screen for ATXN expression inhibitors. AID 651635. 400,000 tested, 0.49% active. S2 cells (HEK-293 line with an ATXN2-luciferase reporter) viability, CellTiter-Fluor protease fluorescence, 24 h. Potency, µM (top dose mostly 56.7 µM), usual class: cytotoxic; also: nearly all actives have a fitted effect of over 40% in size
ATXN2 expr inh: reduces ATXN2 reporter expression in HEK-293 cells; HEK-293 ATXN2-luciferase reporter, luminescence, 24 h; Potency, µM (titrated, usually from 57 µM), without a hit: top-dose activity change, negative = inhibition, most hits filed as inhibitors; 360,000 tested, 0.72% active; AID 1745845; also: % is scaled to controls: 0 for no effect and ±100 for the full control effect; nearly all actives have a fitted effect of over 55% in size
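ATXN2-luciferase reporter cells (luciferase flanked by upstream and downstream ATXN2 gene portions) were treated 24 h at 37 °C with compounds at up to 57 uM. SteadyGlo luminescence gave expression; GF-AFC fluorescence gave viability.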
MCF10A rerep: inducers of DNA re-replication in MCF 10A breast cells; MCF 10A DNA re-replication, Hoechst nuclear intensity, 48 h; Potency, µM (doses to about 46.1 µM), without a hit: top-dose activity, positive = re-replication, usual class: activators; 350,000 tested, 2.9% active; AID 624296; also: % of control where 0% means no effect; nearly all actives have a fitted effect of over 50% in size
TGFb SMAD3 inh: inhibitors of TGF-b signaling; HepG2 CAGA-GFP TGF-b/SMAD3 reporter, GFP fluorescence, 18 h; TGF-beta stimulated, 500 pg/mL final; Potency, µM (top dose mostly 46.1 µM), inactives show at the highest dose activity, negative = inhibition, usual class: inhibitors; 410,000 tested, 1.2% active; also: % is scaled to controls: 0 for no effect and ±100 for the full control effect; nearly all actives have a fitted effect of over 65% in size
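First, reporter cells (HEPG2 CAGA-GFP) rested 2 h at 37 degrees C. Next, compounds were pinned in and TGF-beta added to 500 pg/mL final. After 18 h, GFP was imaged per cell and summed per well.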
EPAC2 antagonist: blocks human EPAC2 exchange factor | Q8WZA2 | EPAC2 GEF exchange of Rap1B-BODIPY-GDP, fluorescence | Potency, µM (top dose mostly 114 µM), without a hit: at the top dose activity, negative = inhibition, usual class: inhibitors | 360,000 tested, 0.18% active | AID 720708; also: % is scaled to controls: 0 for no effect and ±100 for the full control effect; nearly all actives have a fitted effect of over 45% in size; many of its hits are not listed in these tables
Target sequence (Q8WZA2 whole entry, looked up): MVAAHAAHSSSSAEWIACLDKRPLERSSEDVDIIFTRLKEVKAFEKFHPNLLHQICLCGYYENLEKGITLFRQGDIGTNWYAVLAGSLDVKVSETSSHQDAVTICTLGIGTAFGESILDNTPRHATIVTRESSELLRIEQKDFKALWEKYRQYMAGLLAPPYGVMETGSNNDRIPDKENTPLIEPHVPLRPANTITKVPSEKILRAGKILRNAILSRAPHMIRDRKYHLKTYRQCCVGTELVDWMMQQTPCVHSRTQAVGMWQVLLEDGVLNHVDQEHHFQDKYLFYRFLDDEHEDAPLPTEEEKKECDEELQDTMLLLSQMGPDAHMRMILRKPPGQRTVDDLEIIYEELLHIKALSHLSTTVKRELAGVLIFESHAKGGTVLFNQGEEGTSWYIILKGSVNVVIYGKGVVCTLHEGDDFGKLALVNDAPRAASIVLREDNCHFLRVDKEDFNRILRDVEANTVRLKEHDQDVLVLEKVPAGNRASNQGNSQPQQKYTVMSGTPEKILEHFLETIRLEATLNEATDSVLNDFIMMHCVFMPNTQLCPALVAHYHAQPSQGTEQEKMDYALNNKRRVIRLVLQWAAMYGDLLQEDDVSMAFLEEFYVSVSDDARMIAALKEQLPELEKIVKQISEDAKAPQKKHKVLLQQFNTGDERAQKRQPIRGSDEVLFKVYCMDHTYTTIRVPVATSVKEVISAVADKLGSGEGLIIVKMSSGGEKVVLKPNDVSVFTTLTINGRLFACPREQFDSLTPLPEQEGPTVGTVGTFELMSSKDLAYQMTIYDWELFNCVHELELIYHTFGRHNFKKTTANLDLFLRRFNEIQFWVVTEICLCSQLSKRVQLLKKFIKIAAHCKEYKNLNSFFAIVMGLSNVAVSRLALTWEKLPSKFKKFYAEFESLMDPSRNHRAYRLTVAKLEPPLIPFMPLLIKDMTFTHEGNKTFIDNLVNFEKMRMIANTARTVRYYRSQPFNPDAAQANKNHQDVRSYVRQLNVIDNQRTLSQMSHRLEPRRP
A549 tox: counter-screen for Nrf2 inhibitors: cytotoxicity in A549 cells. A549 ARE-Fluc cells, CellTiter-Fluor viability, 18-24 h. Potency, µM (doses to about 46 µM), for inactives: at the top dose activity change, negative = cytotoxicity, actives largely listed as inhibitors. 390,000 tested, 0.16% active; also: % is scaled to controls: 0 for no effect and ±100 for the full control effect
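A549 ARE_Fluc cells in 5% FBS OPTI-MEM were exposed to compounds in concentration-response for 18-24 h at 37 deg C. Viability was read by CellTiter-Fluor fluorescence (Ex 405/Em 525) after 30 min, before the luciferase read.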
HepG2 tox: HepG2 cytotoxicity, counter-screen for TGF-b inhibitors; HepG2 CAGA-GFP viability, ATP luminescence, 18 h; Potency, µM (doses to about 46.1 µM), for inactives: top-dose activity change, negative = cytotoxicity, hits mostly cytotoxic; 410,000 tested, 0.76% active; also: some results filed as inactive show a strong effect at the top dose
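HepG2 CAGA-GFP cells (1000/well, DMEM with 1% FBS) received compound, then TGF-beta at 500 pg/mL final, and were incubated 18 hours at 37 degrees C. Viability was read by CellTiter-Glo luminescence. Media-only wells were set as complete cell-killing and DMSO as no toxicity.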
* marks the source's active call; other numbers are inactive results; i = inactive; ? = inconclusive; / = not tested or not shown; [ ] = dose if it differs, or a comment. Calls follow the shape of the dose curve; as a rule, active = well fitted curve in the direction sought with a large enough effect; inconclusive = small, poorly fitted or top-dose-only effect, or another doubt; inactive = no such curve, though single readings can be large; an effect the other way counts as inactive or inconclusive. Potency is read from the fitted curve at half-maximal effect. A portion of the library, so the mix of outcomes need not match the whole.

cpd	smiles	Nrf2 block	Nrf2 ARE act	S2 tox	ATXN2 expr inh	MCF10A rerep	TGFb SMAD3 inh	EPAC2 antagonist	A549 tox	HepG2 tox
1	C=CCN1C(=O)NC(=O)/C(=C/c2cc3c4c(c2)CCCN4CCC3)C1=O	-2.6%	-0.1%	i	-3.2%	?	22.3%	7.0%	2.2%	-10.6%
2	CC(=O)Nc1cc(C(=O)N2CCC3(CC2)OCCO3)ccc1S(=O)(=O)c1ccc(Cl)cc1	/	-0.4%	i	3.8%	-18.5%	-23.4%	-4.3%	1.9%	-19.0%
3	CN1CCN(/N=C/c2c(O)n(Cc3ccc(F)cc3)c(=O)[nH]c2=O)CC1	11.9%	-0.4%	i	/	3.5%	5.8%	-3.7%	-1.9%	7.8%
4	CCCCN1CCC(O)(c2ccccc2)C(C(=O)c2ccccc2)C1 (centres undefined)	-3.3%	8.0%	i	-7.4%	?	?	7.6%	-12.1%	-48.3%
5	O=C(c1cc(-c2cccnc2)nc2ccc(Cl)cc12)N1CCC2(CC1)OCCO2	/	3.5%	i	3.8%	-1.3%	-1.3%	-12.1%	0.6%	-3.4%
6	Cc1ccc(OC(=O)N(C)C[C@@H]2OCc3cnnn3CCCC(=O)N([C@@H](C)CO)C[C@H]2C)cc1	/	-0.1%	i	-1.6%	/	-9.6%	2.0%	/	-6.7%
7	N#Cc1ccccc1Cn1cc(C(=O)c2ccccc2F)c2ccccc21	?	2.4%	i	-4.2%	17.7%	-5.3%	?	2.8%	-8.0%
8	C/C(=N\NC(=O)c1ccncc1)c1c(O)n(-c2ccccc2)c(=O)[nH]c1=O	16.7%	2.6%	i	/	0.4%	-11.8%	4.2%	-2.7%	-0.4%
9	CN1CCC(N(C)c2nc(-c3ccccc3)nc3ccccc23)CC1	5.7%	25.5%	i	?	-6.2%	-11.3%	-7.0%	-7.9%	-47.2%
10	Cn1c(O)c(C(=NCCc2c[nH]c3ccccc23)c2ccccc2)c(=O)n(C)c1=O	0.1%	-0.3%	i	-24.3%	?	-18.3%	4.5%	-2.8%	-7.4%
11	CC(C)n1cc(C(=O)N(CC(=O)NC2CCCC2)Cc2ccccc2)cn1	-2.2%	-0.2%	i	0.4%	6.2%	17.5%	-6.4%	2.0%	-13.8%
12	c1ccc2oc(N3CCNCC3)nc2c1	-14.9%	-0.8%	i	-5.5%	-5.0%	1.9%	-1.5%	11.0%	4.2%
13	Cc1cnc[nH]1	10.3%	-0.4%	i	-5.8%	26.2%	9.1%	-2.1%	0.6%	-4.8%
14	O=C(Cc1ccccc1)OCn1nnc2ccccc2c1=O	-0.6%	0.2%	i	6.2%	-1.8%	-4.2%	-1.2%	6.9%	-13.9%
15	COc1ccc(-c2[nH]ncc2CNC(C)Cc2cccc(C)n2)cc1F (centres undefined)	5.2%	-0.3%	i	-15.5%	-5.5%	-7.8%	-4.0%	-3.1%	-21.1%
16	CC12CCC(O)CC1CCC1C2CCC2(C)C(C3=CC(=O)OC3)CCC12O (centres undefined)	0.411µM*	-1.5%	?	0.844µM*	?	3.98µM*	16.3%	?	-33.3%
17	O=C(CN1CCCCC1)c1ccc2c(c1)OCO2	1.5%	0.7%	i	0.9%	?	-5.8%	0.4%	-0.3%	12.9%
18	C#C[C@@]1(O)CCC2C3CCC4=C/C(=N/OCC(=O)NC(C(=O)NC(CC(C)C)C(=O)O)C(C)C)CC[C@]4(C)C3CC[C@@]21C (some centres undefined)	5.5%	0.2%	i	16.0%	-1.6%	-5.8%	3.9%	0.5%	-3.4%
19	CNC(=O)CSc1nnc(-c2cc(C)cc(C)c2)o1	?	-0.8%	i	10.6%	-3.6%	3.3%	-1.8%	-6.9%	1.4%
20	C[N+](C)(C)CCc1ccc(O)cc1	1.8%	-0.6%	i	-0.3%	3.7%	18.2%	-2.8%	4.2%	-21.5%
21	OCC#CC[N+]1(CC#Cc2ccccc2)CCOCC1	-0.5%	0.1%	i	-15.2%	2.5%	-4.7%	13.0%	0.2%	-10.3%
22	CCOC(=O)C12C(=O)OCC1C2c1ccccc1 (centres undefined)	/	0.5%	i	4.1%	/	/	1.5%	/	/
23	Fc1ccc(N2CCN(Cc3cc4c(cc3Br)OCO4)CC2)cc1	4.3%	-1.0%	i	-10.1%	11.4%	-12.3%	-4.3%	-4.8%	2.9%
24	CCCCn1c(=O)c(C(=O)Nc2ccccc2Cl)c(O)c2ccccc21	0.5%	0.5%	i	13.1%	-0.3%	-1.1%	-7.3%	1.3%	-23.0%
25	Nc1c(C(=O)NCCN2CCOCC2)c2nc3ccccc3nc2n1Cc1ccccc1	-6.3%	0.3%	/	-10.4%	14.6µM*	-28.6%	-1.1%	-2.4%	-26.5%
26	CCOC(=O)c1c(C)n(Cc2ccccc2)c2ccc(OCC(O)CN3C(=O)CNC3=O)cc12 (centres undefined)	?	2.4%	?	-5.4%	7.3%	1.4%	-25.7%	-7.0%	-14.7%
27	O=C1N=c2ccccc2=C/C1=C\c1c(O)[nH]c(=S)[nH]c1=O	-14.9%	1.5%	i	-0.2%	6.9%	-7.8%	5.0%	-2.7%	-3.1%
28	C/C(CC(c1ccccc1)c1c(O)c2ccccc2oc1=O)=N\Nc1ccc([N+](=O)[O-])cc1[N+](=O)[O-] (centres undefined)	23.1µM*	15.5%	?	-37.7%	28.6%	?	-22.2%	?	-10.8%
29	COc1c(C)cc(C(=O)C2CCCN(C3CCOCC3)C2)cc1C (centres undefined)	0.4%	-0.2%	i	-1.7%	13.2%	-12.0%	4.8%	-1.5%	-3.9%
30	C=CCn1c(O)c(C(CC)=NCCCO)c(=O)[nH]c1=O	4.2%	0.6%	i	3.2%	15.9%	-0.7%	7.0%	-3.8%	14.1%
31	CC(=O)Nc1cc(Cl)c(N=Cc2ccc(O)cc2O)cc1Cl	3.0%	?	i	-14.2%	?	-23.8%	-28.4%	-1.7%	-23.1%
32	O=c1c2ccccc2nc(CN2CCCCCC2)n1-c1ccc(F)cc1	5.6%	0.1%	i	4.4%	24.3%	2.4%	8.1%	-8.3%	-16.3%
33	Cc1cc(OCC(=O)NCC2CCC(C(=O)O)CC2)c2c3c(c(=O)oc2c1)CCC3 (centres undefined)	/	0.3%	i	-4.5%	24.8%	15.6%	-0.1%	4.3%	-7.5%
34	CC(C)NC(C)C(=O)c1ccc2ccccc2c1 (centres undefined)	4.7%	-2.1%[9.22 µM]	i	3.4%	-13.6%	5.3%	9.9%	-3.7%	10.2%
35	CCCCCCn1c(=O)c(C(=O)Nc2cccc(C)n2)c(O)c2ccccc21	7.1%	0.5%	i	/	0.4%	-1.3%	-2.8%	0.1%	4.6%
36	CNC(C)C#Cc1ccc2c(=O)c3ccccc3oc2c1 (centres undefined)	7.6%	?	i	15.8%	-23.0%	2.6%	6.6%	-2.6%	-28.6%
37	CC(=O)N1CCC2(CC1)CC(=O)c1cc(OCC(=O)N3CCN(C)CC3)ccc1O2	-5.1%	-0.5%	i	-2.7%	-4.1%	20.4%	-4.8%	0.4%[1.84 µM]	-14.3%
38	COc1ccc(-n2c(/C=C3\C(=O)Nc4ccccc43)nc3ccccc3c2=O)cc1	-27.5%	0.1%	i	-21.6%	14.0%	-1.2%	12.9%	?	-8.1%
39	CC(=O)N1CCCSC1=Nc1ccccc1	6.3%	-0.7%	i	-5.8%	4.2%	-12.3%	0.2%	1.0%	10.5%
40	CCOc1ccc(NCc2cccn2-c2nnc(N3CCC(C(=O)NCc4ccc(C)cc4)CC3)s2)cc1	?	0.2%	/	/	/	/	/	-11.5%	-25.7%
41	COc1ccc2c(c1)c(CC(=O)Nc1c(C)cccc1C)c(C)n2C(=O)c1ccc(Cl)cc1	23.1µM*	0.6%	?	-4.4%	/	25.1%	/	-19.7%	1.7%
42	CC(C)(C)NC(=O)Cn1c(=O)oc2ccc(Cl)cc21	4.3%	-0.6%	i	-2.9%	3.9%	-26.4%	10.6%	-4.8%	-28.3%
43	CCOc1cc2c(cc1OCC)-n1cccc1C(c1ccc(C(C)C)cc1)NC2 (centres undefined)	23.1µM*	8.7%	?	?	18.4µM*	?	?	?	-165.1%
44	O=c1c2ccccc2nc(-c2ccccc2)n1-c1ccc(O)cc1	-1.6%	-0.3%	i	-6.4%	?	-9.8%	5.0%	-16.4%	-1.5%
45	COCCNC(=O)CN1C2CCC1CC(O)(c1cccnc1)C2 (centres undefined)	4.5%	-0.3%	i	-11.9%	-11.7%	1.0%	16.9%	-8.3%	5.6%
46	O=C(Nc1cccnc1)c1c(O)c2c(n(Cc3ccccc3)c1=O)CCCC2	?	-0.7%	i	-0.6%	?	-0.5%	-2.8%	-5.5%	6.7%
47	O=C1NC(=O)C(Sc2ccccc2[N+](=O)[O-])C(=O)N1	6.0%	4.3%	i	-1.1%	10.8%	-4.7%	11.1%	-9.8%	-31.4%
48	Cc1ncc(CN2CCCC(C(=O)c3cccc(OC(C)C)c3)C2)s1 (centres undefined)	-17.1%	-0.4%	i	-23.0%	21.4%	-10.5%	2.2%	0.9%	-22.1%
49	c1ccc(CCN2CCCCC2)nc1	-5.6%	-1.5%	i	1.0%	-19.1%	-5.2%	-1.4%	-3.7%	5.8%
50	Cc1nn(Cc2ccccc2Cl)c(Cl)c1C(=O)OCC(=O)NC(=O)NC1CCCCC1	5.5%	-0.3%	i	-0.2%	?	14.5%	-17.1%	14.7%	-4.3%
51	Cc1cccnc1-n1c(CN2C(=O)c3ccccc3C2=O)nc2ccccc2c1=O	-2.4%	0.0%	i	-2.2%	-0.3%	2.7%	1.4%	-9.0%	-3.5%
52	O=C(c1cc(C(=O)NCc2ccccc2)c(=O)n(Cc2ccccc2)c1)c1cc(Br)ccc1O	?	-0.5%	i	-6.3%	-67.4%[inhibitor]	?	-10.5%	?	-36.6%
53	CC(C)=CCc1c(O)cc2c(c1O)C(=O)CC(c1ccc(O)cc1)O2 (centres undefined)	0.3%	0.3%	i	4.3%	?	?	?	0.5%	-75.1%
